Source: PubChem BioAssay
mIDH1 inhibitor: blocks human mutant IDH1 R132H enzyme | IDH1-R132H enzyme, NADPH consumption, diaphorase/resazurin fluorescence | AID 602179 | O75874 | 390,000 compounds, 0.093% hits | Potency, µM (highest dose often 76.6 µM), for inactives: at the top dose activity change, negative = inhibition, hits mostly inhibitors; note: potency is the fitted concentration of half-maximal effect; % is set by controls: 0 for no effect and ±100 for the full control effect; nearly all actives have a fitted effect of over 65% in size
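IDH1-R132H (0.5 ug/mL dispensed) in pH 7.5 Tris buffer was preincubated 30 min with compound, then given a substrate mix of 0.016 mM NADPH and 2 mM alpha-KG for 80 min at room temperature; remaining NADPH was read by diaphorase/resazurin fluorescence.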
Pin1 inhibitor: human Pin1 inhibition. 390,000 compounds, 0.009% hits. Potency, µM (top dose mostly 115 µM), inactives show at the highest dose activity, negative = inhibition, hits mostly inhibitors. Q13526. Pin1 FP peptide displacement, HiFluor488, 10 min; active = well fitted inhibition curve with a large enough effect in the polarisation, with a control signal flat, not every such curve was filed as active; inconclusive = small, poorly fitted or top-dose-only effect, or effect the other way, or a change in a side signal; inactive = no such curve, though single readings can be large or run the other way; the % refers to the polarisation; note: potency is the fitted concentration of half-maximal effect; % is set by controls: 0 for no effect and ±100 for the full control effect
Target sequence (Q13526 whole entry, looked up): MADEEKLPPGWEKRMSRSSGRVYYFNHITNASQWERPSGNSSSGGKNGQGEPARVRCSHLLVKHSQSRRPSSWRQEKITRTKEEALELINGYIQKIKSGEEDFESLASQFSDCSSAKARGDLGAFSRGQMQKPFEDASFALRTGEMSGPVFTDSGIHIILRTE
TRHR enhancer: TRH receptor (human) allosteric enhancement. TRHR cells, fluo-8 calcium fluorescence, EC20 TRH enhancement. 360,000 compounds, 0.66% hits. P34981. enhancement, % at 2 µM. AID 493056; in the data active = enhancement above about 30%; note: 0% is about no effect
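Enhancer read-out: after compound pinning and an initial kinetic agonist-mode read, an EC20 of TRH (10 nM final) was injected and fluo-8 calcium signal (Ex 480/Em 530) followed at 1 s/cycle for 100 cycles in TRHR-expressing cells.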
USP1 inh: blocks the human USP1/UAF1 deubiquitinase complex; Potency, µM (series often up to 57.1 µM), without a hit: at the top dose activity change, negative = inhibition, usual class: inhibitors; O94782; 390,000 compounds, 0.23% hits; recombinant USP1/UAF1, Ub-Rhodamine cleavage fluorescence; note: potency is the fitted concentration of half-maximal effect; % is set by controls: 0 for no effect and ±100 for the full control effect; nearly all actives have a fitted effect of over 60% in size; inactives centre near -12
Target sequence (O94782 whole entry, looked up): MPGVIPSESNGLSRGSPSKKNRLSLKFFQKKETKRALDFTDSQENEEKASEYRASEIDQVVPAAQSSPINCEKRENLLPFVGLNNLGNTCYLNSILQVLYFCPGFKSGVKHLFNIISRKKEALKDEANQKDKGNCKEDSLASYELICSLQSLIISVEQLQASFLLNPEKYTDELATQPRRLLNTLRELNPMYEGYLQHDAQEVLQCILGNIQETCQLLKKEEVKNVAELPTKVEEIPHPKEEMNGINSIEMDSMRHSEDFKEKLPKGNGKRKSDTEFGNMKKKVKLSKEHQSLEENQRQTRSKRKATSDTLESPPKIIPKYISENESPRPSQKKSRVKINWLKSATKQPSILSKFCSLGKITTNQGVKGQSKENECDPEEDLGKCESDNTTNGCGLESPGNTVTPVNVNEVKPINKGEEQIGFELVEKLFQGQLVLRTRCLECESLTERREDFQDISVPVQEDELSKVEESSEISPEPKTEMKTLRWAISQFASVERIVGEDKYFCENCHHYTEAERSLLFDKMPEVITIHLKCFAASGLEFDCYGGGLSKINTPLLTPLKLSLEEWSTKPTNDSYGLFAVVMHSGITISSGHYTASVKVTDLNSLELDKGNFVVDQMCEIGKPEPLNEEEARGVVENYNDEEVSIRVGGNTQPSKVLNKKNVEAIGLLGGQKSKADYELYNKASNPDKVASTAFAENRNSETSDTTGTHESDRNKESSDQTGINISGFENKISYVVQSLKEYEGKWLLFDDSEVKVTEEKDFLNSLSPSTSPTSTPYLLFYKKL
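Step one: compound is pinned into 1nM USP1/UAF1 in HEPES pH 7.8 buffer with TCEP. Step two: 15 min room-temperature incubation. Step three: Ub-Rho (150nM final) starts cleavage, tracked by fluorescence over six one-minute reads.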
D2 antagonist: antagonists of human D2 dopamine receptor; HEK293 TREx D2 cells, calcium flux, dopamine EC80; inhibition, % at 10 µM; 340,000 compounds, 2% hits; AID 485344; in the data active = inhibition above about 30%; note: 0% is about no effect
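Inhibition of EC80 dopamine-driven calcium flux, recorded kinetically, defines activity here; cells are a tetracycline-induced HEK293 T-REx line expressing force-coupled D2.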
rTrxR1 inhibitor: rat TrxR1 inhibition; O89049; recombinant rTrxR1, NADPH fluorescence consumption, selenite substrate; Potency, µM (doses to about 114 µM), without a hit: at the top dose activity change, negative = inhibition, usual class: inhibitors; 390,000 compounds, 1% hits; AID 588453; note: potency is the fitted concentration of half-maximal effect; % is set by controls: 0 for no effect and ±100 for the full control effect; nearly all actives have a fitted effect of over 65% in size
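Rat TrxR1 (90 nM in the dispensed reagent) was pre-reduced with 400 uM NADPH for 5 min at room temperature, then incubated with compound for 15 min. After 400 uM selenite was added, NADPH fluorescence (Ex 340/Em 450 nm) was followed for 8 min.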
TRHR ag: activates the human TRH receptor; TRHR cells, calcium flux fluo-8, FDSS agonist mode; 360,000 compounds, 0.18% hits; P34981; activation, % at 2 µM; AID 493084; in the data active = activation above about 30%; note: 0% is about no effect
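Steps: seed TRHR cells overnight; add fluo-8 no-wash Ca dye, RT 30 min–1.5 h; record 10 s baseline; pin-transfer compounds; monitor fluorescence 1 cycle/s for the agonist window. Calcium increases flag candidate agonists.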
TrxR1 substrate: is turned over as a substrate by rat TrxR1; O89049; purified TrxR1 substrate turnover, NADPH consumption readout; Potency, µM (series often up to 114 µM), without a hit: at the highest dose activity change, negative = substrate turnover; 390,000 compounds, 0.01% hits; note: potency is the fitted concentration of half-maximal effect; % is set by controls: 0 for no effect and ±100 for the full control effect; nearly all actives have a fitted effect of over 50% in size
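Rat TrxR1, dispensed at 90 nM, was prereduced with 400 uM NADPH (final) for 5 min at ~22 deg C, then incubated with compound 15 min before 400 uM selenite. A first-read NADPH fluorescence drop versus no-compound background flagged substrates.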
D2 agonist: agonists of human D2 dopamine receptor; P14416; HEK293 T-REx D2 cells, calcium flux agonist mode; activation, % at 2 µM; 340,000 compounds, 0.53% hits;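 active = activation over 3 SD above normal in the single-dose calcium agonist read, cut at about 30% in these data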; note: 0% is about no effect
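Calcium-flux readout, 1 cycle/sec over 180 s following compound pin transfer, in inducible HEK293 Trex D2 cells (force-coupled); dopamine controls included. Positive calcium responses during this window marked compounds as potential agonists.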
* hit, by the source's call; ? = inconclusive; nt = no result given; & = joins results of further samples; [ ] = remark or other dose. Unless noted, calls come from the whole dose curve; as a rule, active = well fitted inhibition curve with a large enough effect; inconclusive = small, poorly fitted or top-dose-only effect; inactive = no such curve, though single readings can be large or run the other way. A portion of the library; count on the stated rates, not on these rows.

SMILES	mIDH1 inhibitor	Pin1 inhibitor	TRHR enhancer	USP1 inh	D2 antagonist	rTrxR1 inhibitor	TRHR ag	TrxR1 substrate	D2 agonist
Nc1c(C(=O)NC2CCCC2)c2nc3ccccc3nc2n1CC1CCCO1 (stereo not given)	-17%	13%	9	28µM*	-2	-18%[11.4 µM]	0.3	11%[11.4 µM]	0.1
COCCCNC(=O)c1c(NC(=O)c2ccco2)n(Cc2ccccc2)c2nc3ccccc3nc12	0%	-3%	1	?	5	?	1.4	152%[activator]	0.8
CC1CCOC(=O)C=CC=CC(=O)OC2CC3OC4C5OC5(C)C(O)CC4(COC(=O)C1O)C2(C)C31CO1 (stereo not given)	1%	-2%	nt	-16%	nt	0%[11.4 µM]	nt	11%[57.1 µM]	nt
COc1ccc(NC(=O)c2c(C)nn(Cc3ccccc3Cl)c2Cl)cc1Cl	-10%	6%	-5	-13%	4	17%[57.1 µM]	0.3	9%[57.1 µM]	-0.7
CCOC(=O)C1=C(N)Oc2c(c(=O)oc3ccccc23)C12C(=O)N(C)c1ccccc12 (stereo not given)	7%	-6%	-3	-11%	-10	17%&11%	-0.3	12%&-3%	0.3
CC[C@H]1CN2CCC1C[C@@H]2[C@H](O)c1ccnc2ccc(OC)cc12 (stereo not given in full)	-6%	7%	nt	-14%	nt	-10%	nt	12%	nt
FC(F)(F)c1cccc(C2NCc3ccccc3-n3cccc32)c1 (stereo not given)	4%	2%	13	-34%	-9	-3%	-0.2	-15%	-1.2
Cc1ccc(-c2nc(CN3C(=O)CN=C(c4ccccc4)c4ccccc43)c(C)o2)cc1	18%	-2%	20	-12%	nt	10%	0.8	4%	nt
CC1CCCCN1CC(=O)c1ccc2cc[nH]c2c1 (stereo not given)	0%	10%	1	-17%	-14	?	0.7	23%[57.1 µM]	1.1
COc1ccc(C2CN(C)CC2C(=O)c2ccc(F)cc2)cc1Cl (stereo not given)	11%	1%	10	-6%	69*	4%[57.1 µM]	0.5	-5%[57.1 µM]	-0.5
CCC(C)N1C(=O)/C(=C\c2cnc(N(C)C)nc2)C(=O)NC1=S (stereo not given)	-2%	22%	-4	-1%	nt	14µM*	-0.2	9%[57.1 µM]	nt
O=C(CN1CC=C(c2ccccc2)CC1)NC(=O)NC1CCCCC1	14%	1%	-1	-18%	-29	?	0.2	-7%	-0.1
O=C(O)C1C2CCC(O2)C1C(=O)NC1CCCCC1 (stereo not given)	2%	?	-2	-10%	0	-9%	0.3	-8%	0.4
COc1ccccc1N1CCN(Cc2ccccc2)CC1	4%	-5%	-4	-17%	97*	22%	-0.5	9%[2.29 µM]	31*
CC[n+]1c(/C=C/C=C/c2ccc(N(C)C)cc2)sc2ccccc21	17%	63%[activator]	0	-26%	7	-3%[57.1 µM]	-0.2	-23%[57.1 µM]	-1.0
O=C(O)C(O)(c1ccccc1)C1CCCC1 (stereo not given)	0%	-4%	2	-15%	13	3%	0.1	1%	0.3
Cn1c(=O)cc(SCC(=O)N2CCC3(CC2)OCCO3)c2ccc(Cl)cc21	1%	-4%	3	-3%	nt	24%[57.1 µM]	0.1	17%[57.1 µM]	nt
O=C(COc1ccccc1[N+](=O)[O-])N1CCN(CCc2ccccn2)CC1	-3%	-3%	-13	-17%	nt	3%	0.4	-5%	3.0
CN1CCC(N(C)c2ccc(C(N)=O)cc2[N+](=O)[O-])CC1	6%	1%	1	-21%	-3	3%	1.1	-4%	1.2
C[C@H]1CCC[C@H](O)CCCCCc2cc(O)cc(O)c2C(=O)O1	-3%	-10%	4	14%	32*	19%	0.8	0%	0.5
COc1ccc(CN2CCN(C(=O)COc3cccc(C)c3)CC2)c(OC)c1	10%	-26%	-1	-3%	-11	7%	0.0	6%	0.0
CN1CCN(c2ccc([N+](=O)[O-])c(NCc3ccco3)c2)CC1	-1%	8%	4	-20%	53*	-3%	-0.1	-6%	-0.6
OC(c1ccccc1)(c1ccccc1)C1CCCN1 (stereo not given)	-7%	1%	-4	-7%	12	13%	0.6	2%	-1.6
Cc1ccc(C(O)(C(=O)NNC(=O)CN2CCN(C)CC2)c2ccc(C)cc2)cc1	7%	0%	1	-4%	9	13%[57.1 µM]	0.1	-6%[57.1 µM]	2.7
CCCC/C(=N/O)c1c(C)[nH]c2ccccc12	23%	-7%	-1	-2%	15	24%	0.7	10%	0.8
CCc1cc(=O)oc2c(C)c(OCC(=O)N3CCC[C@@H]3C(=O)O)ccc12	5%	-3%	-3	-20%	-1	10%	-0.8	112%[activator]	0.3
O=C(NC1CN2CCC1CC2)c1cc(Cl)c([N+](=O)[O-])c2nc[nH]c12 (stereo not given)	-5%	3%	1	-14%	-2	-19%	0.4	-9%	-0.2
O=C(O)c1ccc(-[n+]2c(-c3ccccc3)cc(-c3ccccc3)cc2-c2ccccc2)cc1	23%	-13%	8	-23%	-11	7%	-0.1	-4%	-0.2
COC(=O)C(O)(c1c[nH]c2ccccc12)C(F)(F)F (stereo not given)	6%	5%	nt	-19%	nt	15%	nt	9%	nt
Cn1ncc(Cl)c1C(=O)N1CCC2(CC1)OCCO2	-8%	8%	0	-4%	-4	25%	1.0	-1%	0.0
O=c1[nH]c(=O)n(Cc2ccccc2)c(O)c1C=NCCN1CCOCC1	-8%	-6%	3	-11%	7	-7%	3.9	8%	-1.4
COc1ccc(NC(=O)[C@@H](NC(=O)N2C[C@H]3C[C@@H](C2)c2cccc(=O)n2C3)C(C)C)cc1	-11%	10%	-3	-19%	0	13%	-1.1	4%	-0.4
CCn1nc(/C=C/c2ccccc2)nc2c(=O)n(C)c(=O)nc1-2	22%	-19%	-6	1.1µM*	-9	?	-0.3	16µM*	0.7
Nc1ccc(CC2=NCCN2)cc1	-3%	-4%	nt	-7%	nt	15%	nt	3%	nt
CN(C)c1ccc(/C=C2\C(=O)NC(=O)N(Cc3ccc(F)cc3)C2=O)cc1	-9%	26%	0	-3%	-20	?	2.5	-1%	1.9
O=P1(NCCCl)OCCCN1CCCl (stereo not given)	3%	-4%	1	-1%	-7	21%	1.7	6%	0.6
O=C1NC(=O)C(CCc2ccncc2)(Cc2cccc(Cl)c2Cl)C(=O)N1c1ccc(Br)cc1 (stereo not given)	-1%	78%[activator]	3	-27%	11	-8%	0.0	-3%	-0.6
c1ccc2c(CCNC3CCCCC3)c[nH]c2c1	-6%	1%	19	-18%	20	13%	1.3	5%	1.5
CCCC1=Nc2cc(C(=O)NCCCN(CC)CC)ccc2Sc2ccccc21	3%	-2%	3	-16%	nt	-2%	1.8	-3%	1.1
CCOc1cccc(CNC2CN3CCC2CC3)c1 (stereo not given)	1%	-5%	-1	-10%	-11	7%[2.29 µM]	0.6	8%[2.29 µM]	-1.4

Reprinted at random: 2 entries already listed
SMILES	mIDH1 inhibitor	Pin1 inhibitor	TRHR enhancer	USP1 inh	D2 antagonist	rTrxR1 inhibitor	TRHR ag	TrxR1 substrate	D2 agonist
CCCC1=Nc2cc(C(=O)NCCCN(CC)CC)ccc2Sc2ccccc21	3%	-2%	3	-16%	nt	-2%	1.8	-3%	1.1
O=c1[nH]c(=O)n(Cc2ccccc2)c(O)c1C=NCCN1CCOCC1	-8%	-6%	3	-11%	7	-7%	3.9	8%	-1.4

Other records:
SMILES	mIDH1 inhibitor	Pin1 inhibitor	TRHR enhancer	USP1 inh	D2 antagonist	rTrxR1 inhibitor	TRHR ag	TrxR1 substrate	D2 agonist
CCC(C)N=Cc1c(O)n(-c2ccccc2)c(=O)[nH]c1=O (stereo not given)	-2%	-1%	6	-3%	7	7%	0.5	-1%	0.0
O=C1NC(=O)C(=Cc2cc(Cl)ccc2OCc2ccc(C(=O)O)cc2)C(=O)N1	-6%	-11%	-3	-19%	-5	10µM*	0.3	3%	0.0
O=C1NC(=O)N(Cc2ccccc2)C(=O)C1Cc1ccccc1 (stereo not given)	2%	-10%	nt	-8%	nt	0%[11.4 µM]	nt	0%[11.4 µM]	nt
Oc1cc(O)cc(/C=C/c2ccc(O)cc2O)c1	5%	0%	-2	-4%	nt	0%	-0.3	1%	nt
COc1cccc(CN2CCN(Cc3cccc(F)c3)CC2)c1	-5%	-2%	4	-11%	12	5%	0.2	-7%	-0.2
CCCCOc1ccc(C(C)=O)cc1Cc1c(O)[nH]c(=S)[nH]c1=O	-5%	-6%	12	-13%	-2	39%[2.29 µM]	-0.1	-1%	0.8
Cc1ccc2c(c1)CC1(CN2C)C(=O)NC(=O)N(CCc2ccccc2)C1=O (stereo not given)	-6%	-2%	-2	-18%	-16	-22%	0.3	-6%	0.8
COc1ccc(OC)c(C(O)C2CCCCN2)c1 (stereo not given)	6%	-4%	4	-9%	0	11%[57.1 µM]	0.4	8%[57.1 µM]	-2.4
COc1ccc(C(=O)C(Cc2ccccc2)N(C)C)cc1 (stereo not given)	0%	1%	-3	1%	1	4%	-0.7	-3%	1.0
O=C(Cc1ccccc1)OCCN1CCOCC1	9%	1%	1	-2%	-3	-4%	0.3	-7%	0.0
Cc1nn(-c2ccccc2)c2c1C(c1ccc3c(c1)OCO3)SCC(=O)N2 (stereo not given)	9%	1%	3	-10%	16	4%	-0.6	10%	-0.6

A run of entries from further up, for reference:
SMILES	mIDH1 inhibitor	Pin1 inhibitor	TRHR enhancer	USP1 inh	D2 antagonist	rTrxR1 inhibitor	TRHR ag	TrxR1 substrate	D2 agonist
CCC(C)N=Cc1c(O)n(-c2ccccc2)c(=O)[nH]c1=O (stereo not given)	-2%	-1%	6	-3%	7	7%	0.5	-1%	0.0
O=C1NC(=O)C(=Cc2cc(Cl)ccc2OCc2ccc(C(=O)O)cc2)C(=O)N1	-6%	-11%	-3	-19%	-5	10µM*	0.3	3%	0.0
O=C1NC(=O)N(Cc2ccccc2)C(=O)C1Cc1ccccc1 (stereo not given)	2%	-10%	nt	-8%	nt	0%[11.4 µM]	nt	0%[11.4 µM]	nt
Oc1cc(O)cc(/C=C/c2ccc(O)cc2O)c1	5%	0%	-2	-4%	nt	0%	-0.3	1%	nt
